SV40 large T antigen: TAg ATPase/helicase activity blockers – biochemical (AID 1903); SV40 large T antigen ATPase/helicase inhibition assay; higher % means a stronger effect; inhibition, % at 20 µM; hits with a dose series show IC50 in µM; actives 0.39% (n = 310,000); in the data active = a potency from the dose series; inconclusive = inhibition mostly from about 32% at the one dose, without a potency; inactive = the rest, 99 in 100 with inhibition below about 32%; note: strong numbers were not always called active
WT yeast gro inh: growth inhibition of WT yeast, mitochondrial fusion screen; mitochondrial fusion phenotypic screen, WT strain; inhibition, % at 10 µM; actives 2.1% (n = 190,000); AID 1362; in the data active = inhibition above about 58%; tested in S. cerevisiae
NS5 inhibitors: flavivirus cap methylation enzyme inhibition – biochemical, confirmation dose response, primary screen (AID 588689); Dengue-2 NS5 methyltransferase capping enzyme assay, biochemical; higher % means a stronger effect; inhibition, % at 25 µM, or IC50 in µM where a hit was titrated; actives 0.3% (n = 340,000); in the data active = a potency from the dose series; inconclusive = inhibition above about 29% without an active follow-up result
XIAP antagonists: XIAP antagonists, biochemical, IAP family, fluorescence polarization (AID 1018); XIAP BIR domain, fluorescence polarization peptide displacement; higher % means a stronger effect; one-dose displacement, % at 20 µM; IC50 in µM for titrated hits; actives 0.007% (n = 200,000); in the data active = displacement above about 50%; note: a part of the inactive calls stands beside numbers as strong as those of hits
K1F lysis inhibition: protection from phage-mediated lysis, alamar blue read-out – E. coli UTI89, K1F phage, bacterial capsule biogenesis inhibitors (AID 488966); E. coli UTI89 K1F phage lysis, alamar blue, 2 h; higher % means a stronger effect; inhibition, % at 100 µM; hits with a dose series show IC50 in µM; actives 0.02% (n = 340,000);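 active = phage lysis inhibition, versus mean bacterial control, above a set limit; inconclusive = no clear call, values can overlap the other calls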;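 note: capsule biogenesis inhibitors block K1F phage lysis so surviving cells raise fluorescence; higher fluorescence means more inhibition of phage lysis; actives were called in the ten point dose series up to 300 µM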
RSV antiviral HEp-2: inhibition of RSV-induced cytopathic effect – HEp-2 cells, primary 10 µM value included (AID 2391); actives 0.13% (n = 310,000); HEp-2 cells, RSV-induced CPE inhibition; higher % means a stronger effect; CPE inhibition, % at 10 µM, or IC50 in µM where a hit was titrated; in the data active = a potency from the dose series; inconclusive = CPE inhibition mostly from about 23% at the one dose, without a potency; inactive = the rest, 99 in 100 with CPE inhibition below about 21%; note: strong numbers were not always called active
Yfh1-off respiration: mitochondrial function rescue without frataxin homolog – Friedreich's ataxia, plus single-dose screen, dose response (AID 1465); S. cerevisiae Yfh1-off respiration, WST-1 reduction, 72 h; higher fold induction means a stronger effect; fold induction at 50 µM, or EC50 in µM where a hit was titrated; actives 0.074% (n = 220,000);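 active = fold induction of absorbance versus untreated yeast above a set limit, then at least 30% activation at any dose in follow-up; inconclusive = repeats straddling the limit, or above it without dose testing; inactive = fold induction below the set limit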;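 note: activators that raise dye reduction in frataxin-depleted yeast; strong numbers were not always called active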
West Nile antiviral: inhibition of WNV-induced cytopathic effect – cell-based, CPE readout (AID 1621). West Nile virus-infected cells, CPE inhibition; higher % means a stronger effect. actives 0.02% (n = 290,000). CPE inhibition, % at 10 µM; hits with a dose series show IC50 in µM; in the data active = a potency from the dose series; inconclusive = CPE inhibition mostly from about 3.7% at the one dose, without a potency; inactive = the rest, 99 in 100 with CPE inhibition below about 2.2%; note: strong numbers were not always called active
CSM14.1 death rescue: protection against thapsigargin-triggered cell killing – 384-well, CSM14.1, ATP luminescence, primary screen (AID 1222) | 190,000 tested, under 10 active | CSM14.1 thapsigargin-induced death rescue, ATP luminescence; higher % means a stronger effect | cellular ATP content (survival), % at 20 µM; hits with a dose series show EC50 in µM;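 active = EC50 below 50 µM in the dose-response confirmation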;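 note: death triggered by thapsigargin at about 15 µM added after 2 h compound pretreatment; cell ATP read after overnight thapsigargin exposure of roughly 18 to 22 hours; normalized against plate controls of thapsigargin alone and 5% DMSO vehicle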
WT yeast gro inh mutant strain: further read-out of WT yeast gro inh, marked with its call; inhibition, %; mitochondrial fusion phenotypic screen, mutant strain inhibition
NS5 inhibitors pilot replicate: second read-out of NS5 inhibitors, no call of its own (marks repeat the call); inhibition, %; measured here: pilot screen replicate inhibition
Starred values were filed as active, the others as inactive; [ ] = another dose, or the depositor's remark. No enrichment for hits. About 2.2% of those tested had a hit in this group.

`COc1ccc(C)cc1NC(=S)N1CCN(S(C)(=O)=O)CC1` gave SV40 large T antigen 6%, WT yeast gro inh -14, NS5 inhibitors -3%, XIAP antagonists -4.2%, K1F lysis inhibition 2.2%, RSV antiviral HEp-2 2.2%, Yfh1-off respiration inactive, West Nile antiviral -0.1%, CSM14.1 death rescue -1.3% and WT yeast gro inh mutant strain -19.
For O=S1(=O)N=C(Nc2nc3c(s2)CCCC3)c2ccccc21 the results were SV40 large T antigen -2%, WT yeast gro inh 8, NS5 inhibitors 9%, XIAP antagonists 0.0%, K1F lysis inhibition -0.1%, RSV antiviral HEp-2 0.2%, Yfh1-off respiration inactive, West Nile antiviral -0.2%, CSM14.1 death rescue -2.6% and WT yeast gro inh mutant strain 2.
For O=C(Nc1nccs1)c1ccc(S(=O)(=O)NCc2cccs2)cc1 the results were SV40 large T antigen 7%, NS5 inhibitors -4%, XIAP antagonists -7.4%, K1F lysis inhibition 2.1%, RSV antiviral HEp-2 7.9%, Yfh1-off respiration inactive, West Nile antiviral -0.8% and CSM14.1 death rescue -3.0%.
COc1ccc(NC(=O)CSc2nnc(CCC(=O)Nc3ccc(C)c(Cl)c3)n2C)cc1 was read as SV40 large T antigen -4%, WT yeast gro inh 3, NS5 inhibitors -1%, XIAP antagonists 2.2%, K1F lysis inhibition 2.4%, RSV antiviral HEp-2 0.5%, Yfh1-off respiration inactive, West Nile antiviral -0.5%, CSM14.1 death rescue -1.5% and WT yeast gro inh mutant strain -10.
For CCOC(=O)c1c(-c2ccc(C)cc2)csc1NC(=O)c1cccc(N2C(=O)CCC2=O)c1 the results were SV40 large T antigen 5%, WT yeast gro inh -11, NS5 inhibitors 5%, XIAP antagonists -2.5%, K1F lysis inhibition 1.3%, RSV antiviral HEp-2 1.3%, Yfh1-off respiration inactive, West Nile antiviral -0.7%, CSM14.1 death rescue 1.4% and WT yeast gro inh mutant strain -25.
Screening CCCCN(CC)CCCNC(=O)c1csc2c1CCCCC2 returned SV40 large T antigen 1%, WT yeast gro inh -14, NS5 inhibitors -5%, XIAP antagonists -1.1%, K1F lysis inhibition 0.3%, RSV antiviral HEp-2 0.8%, Yfh1-off respiration inactive, West Nile antiviral -0.6%, CSM14.1 death rescue -1.1% and WT yeast gro inh mutant strain 14.
`CC(C(=O)Nc1ccc(F)c(F)c1)N1CCN(C)CC1` (stereo unspecified) gave SV40 large T antigen 24%, NS5 inhibitors 5%, K1F lysis inhibition 0.0%, RSV antiviral HEp-2 0.2% and West Nile antiviral 0.0%.
`CC1CCC(C(C)C)C(OC(=O)Cn2nnc3c(cnn3-c3ccccc3)c2=O)C1` (stereo unspecified) gave SV40 large T antigen 21%, NS5 inhibitors -2%, K1F lysis inhibition 2.0%[50 µM], RSV antiviral HEp-2 7.7%, Yfh1-off respiration inactive and West Nile antiviral -0.4%.
CC1CC(C)CN(CCCNC(=O)CN2C(=O)CSc3ccc(S(=O)(=O)N4CCCCC4)cc32)C1 (stereo unspecified) was read as SV40 large T antigen 2%, NS5 inhibitors -10%, K1F lysis inhibition 0.1%, RSV antiviral HEp-2 -2.8% and West Nile antiviral -0.2%.
Screening Cc1ccc(SCCC(=O)Nc2ccc(OCc3ccccc3)cc2)cc1 returned SV40 large T antigen 1%, WT yeast gro inh 6, NS5 inhibitors -8%, XIAP antagonists -2.8%, K1F lysis inhibition 1.2%[50 µM], RSV antiviral HEp-2 1.6%, Yfh1-off respiration inactive, West Nile antiviral -0.1%, CSM14.1 death rescue -2.2% and WT yeast gro inh mutant strain -8.
For Cc1nnc(SCC(=O)NC23CC4CC(CC(C4)C2)C3)n(N)c1=O the results were SV40 large T antigen 25%, WT yeast gro inh -14, NS5 inhibitors 4%, XIAP antagonists 1.2%, K1F lysis inhibition 0.0%, RSV antiviral HEp-2 -1.3%, Yfh1-off respiration inactive, West Nile antiviral -0.2%, CSM14.1 death rescue -1.0% and WT yeast gro inh mutant strain 7.
Screening COc1cccc(N/C(N)=N/c2nc(CSc3ccccn3)cc(=O)[nH]2)c1 returned SV40 large T antigen 7%, WT yeast gro inh -10, XIAP antagonists -4.6%, RSV antiviral HEp-2 4.1%, Yfh1-off respiration inactive, West Nile antiviral 0.5%, CSM14.1 death rescue -0.2% and WT yeast gro inh mutant strain 10.
`Cc1ccc(NC(=O)CS(=O)CC(=O)Nc2ccc(N3CCOCC3)cc2)cc1Cl` (stereo unspecified) gave SV40 large T antigen 14%, WT yeast gro inh 18, NS5 inhibitors -5%, XIAP antagonists -8.1%, K1F lysis inhibition 0.1%, RSV antiviral HEp-2 -0.8%, Yfh1-off respiration inactive, West Nile antiviral 0.0%, CSM14.1 death rescue -0.4% and WT yeast gro inh mutant strain 17.
For CC(OC(=O)c1cccc([N+](=O)[O-])c1)C(=O)NCc1ccc2c(c1)OCO2 (stereo unspecified) the results were SV40 large T antigen 7%, NS5 inhibitors -3%, K1F lysis inhibition 0.4%, RSV antiviral HEp-2 2.7% and West Nile antiviral -0.5%.
`Cc1nc(CC(=O)c2ccc(O)cc2O)cs1` gave SV40 large T antigen 5%, WT yeast gro inh 0, NS5 inhibitors -4%, XIAP antagonists -5.4%, K1F lysis inhibition 0.8%, RSV antiviral HEp-2 1.2%, Yfh1-off respiration inactive, West Nile antiviral 0.9%, CSM14.1 death rescue 1.7%, WT yeast gro inh mutant strain 0 and NS5 inhibitors pilot replicate 2.3.
Screening Cc1nn(CC(=O)NCc2cccnc2)c(=O)c2ccccc12 returned SV40 large T antigen -1%, WT yeast gro inh 11, NS5 inhibitors -4%, XIAP antagonists -2.7%, K1F lysis inhibition 0.8%, RSV antiviral HEp-2 3.4%, Yfh1-off respiration inactive, West Nile antiviral 0.1%, CSM14.1 death rescue 4.2% and WT yeast gro inh mutant strain 10.
Screening C#CCOCCOCCOCCNc1nc(N2CCN(C(=O)CCCCCCCCCCNC(=O)[C@@H](CCC(=O)O)n3cc(CCCCCN)nn3)CC2)nc(N2CCN(C(=O)CCCCCCCCCCNC(=O)[C@H](CO)n3cc(CCCSC)nn3)CC2)n1 returned SV40 large T antigen 8%, NS5 inhibitors 3%, K1F lysis inhibition -3.0% and RSV antiviral HEp-2 3.6%.
Screening O=C(Nc1ccccc1C(=O)OC1CCOC1=O)c1ccco1 (stereo unspecified) returned SV40 large T antigen -3%, WT yeast gro inh 8, NS5 inhibitors -6%, XIAP antagonists -2.7%, K1F lysis inhibition 1.3%, RSV antiviral HEp-2 1.0%, Yfh1-off respiration inactive, West Nile antiviral 0.7%, CSM14.1 death rescue 0.0% and WT yeast gro inh mutant strain 5.
For CCC(C)c1ccccc1NS(=O)(=O)c1cnn(CC)c1 (stereo unspecified) the results were SV40 large T antigen 11%, NS5 inhibitors -4%, K1F lysis inhibition 0.2%, RSV antiviral HEp-2 -1.4% and West Nile antiviral -1.1%.
`Cc1[nH]c2ccccc2c1SCCNC(=O)c1ccc(Br)o1` gave SV40 large T antigen 12%, WT yeast gro inh 20, NS5 inhibitors 3%, XIAP antagonists -3.7%, K1F lysis inhibition 0.4%, RSV antiviral HEp-2 inconclusive, Yfh1-off respiration inactive, West Nile antiviral -0.9%, CSM14.1 death rescue -0.5% and WT yeast gro inh mutant strain 8.
Screening CC1CCN(c2c(NCC3CCC(C(=O)Nc4ccccn4)CC3)c(=O)c2=O)CC1 (stereo unspecified) returned SV40 large T antigen 9%, WT yeast gro inh -16, NS5 inhibitors -1%, XIAP antagonists -4.3%, K1F lysis inhibition -0.1%, RSV antiviral HEp-2 0.3%, CSM14.1 death rescue -2.1% and WT yeast gro inh mutant strain -6.
For O=C(N/N=C\c1cc([N+](=O)[O-])ccc1N1CCOCC1)c1ccccn1 the results were SV40 large T antigen 1%, WT yeast gro inh -3, NS5 inhibitors 0%, XIAP antagonists -3.5%, K1F lysis inhibition -0.1%, RSV antiviral HEp-2 1.8%, Yfh1-off respiration inactive, West Nile antiviral 0.1%, CSM14.1 death rescue 3.0% and WT yeast gro inh mutant strain -11.
Screening COc1ccccc1OCCCC(=O)Nc1nnc(C2CCCO2)s1 (stereo unspecified) returned SV40 large T antigen 8%, NS5 inhibitors -3%, K1F lysis inhibition 1.5%[50 µM], RSV antiviral HEp-2 3.0% and West Nile antiviral 0.0%.
Screening CC(=O)Nc1ccc(S(=O)(=O)Nc2cc(-c3ccccc3)nn2C)cc1 returned SV40 large T antigen 8%, RSV antiviral HEp-2 1.3%, Yfh1-off respiration inactive and West Nile antiviral 0.2%.
`Cn1c(SCC(N)=O)nnc1-c1cnccn1` gave SV40 large T antigen 20%, WT yeast gro inh -19, NS5 inhibitors -4%, XIAP antagonists 6.0%, K1F lysis inhibition 0.0%, RSV antiviral HEp-2 1.4%, Yfh1-off respiration inactive, West Nile antiviral 0.0%, CSM14.1 death rescue -0.6% and WT yeast gro inh mutant strain -4.
`CN1C(=O)C(CC(=O)NCC2CCCCC2)SC1=Nc1ccccc1` (stereo unspecified) gave SV40 large T antigen 20%, WT yeast gro inh 7, NS5 inhibitors -15%, XIAP antagonists -6.9%, K1F lysis inhibition 0.1%, RSV antiviral HEp-2 0.0%, Yfh1-off respiration inactive, West Nile antiviral -0.7%, CSM14.1 death rescue -2.6% and WT yeast gro inh mutant strain -17.
`Cc1nc2ccc(S(=O)(=O)NC(C(=O)N3CCC(C)CC3)C(C)C)cc2s1` (stereo unspecified) gave SV40 large T antigen 9%, WT yeast gro inh 6, NS5 inhibitors -7%, XIAP antagonists -2.3%, K1F lysis inhibition 7.9%, RSV antiviral HEp-2 -1.2%, Yfh1-off respiration inactive, West Nile antiviral -0.6%, CSM14.1 death rescue -1.0% and WT yeast gro inh mutant strain -1.
`O=C(C1CCCCC1)N1CCN=C1SCc1cccnc1` gave SV40 large T antigen 16%, WT yeast gro inh -7, NS5 inhibitors -1%, XIAP antagonists -2.9%, K1F lysis inhibition 9.3%, RSV antiviral HEp-2 -2.1%, Yfh1-off respiration inactive, West Nile antiviral 0.0%, CSM14.1 death rescue 0.0% and WT yeast gro inh mutant strain 0.
Screening CC(C)C(NS(=O)(=O)c1ccc(Br)s1)C(=O)O (stereo unspecified) returned SV40 large T antigen 14%, WT yeast gro inh 6, NS5 inhibitors 0%, XIAP antagonists 0.5%, K1F lysis inhibition 0.6%, RSV antiviral HEp-2 1.6%, Yfh1-off respiration inactive, West Nile antiviral 1.3%, CSM14.1 death rescue -3.3% and WT yeast gro inh mutant strain 17.
